SIAE primary: human SIAE inhibition, primary screen | SIAE FP-Rh probe binding, fluorescence polarization | inhibition, % at 9.66 µM | 370,000 compounds, 0.69% hits | AID 1053197;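 active = inhibition above a cutoff: mean of compounds within the control limits plus 3 SD of those, cut at about 17% in these data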;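 also: 0% = plate median of compound wells and 100% = probe without SIAE protein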
HTRA1 inh: blocks human HTRA1 serine peptidase; recombinant HTRA1, FP-rhodamine activity-based probe, fluorescence polarization; 340,000 compounds, 0.5% hits; inhibition, % at 5.96 µM; in the data active = inhibition above about 36%;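 also: 0% = enzyme with DMSO and 100% = wells lacking enzyme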
PG9 binder: PG9 antibody binding by small molecule | 360,000 compounds, 0.43% hits | inhibition, % at 6.7 µM | TR-FRET gp120-PG9 antibody binding; in the data active = inhibition above about 8.5%
Tn7 DDE FP: inhibitors of Tn7 peptide binding to human fibrin DD(E) | P02675 | FP displacement of FITC-Tn7 peptide from fibrin DD(E); 0% = median of compound wells per plate | inhibition, % at 8.3 µM | 370,000 compounds, 0.13% hits | AID 720508;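 active = inhibition above the mean of compounds falling within the control limits plus 3 SD of them, cut at about 14% in these data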;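 also: 0% = plate median of compound wells and 100% = 10 µM Aha-Tn7 peptide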
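assay system = human clot-derived fibrin DD(E) complex | quantity = Fibrin-DD(E) at 2 µM final | timing = 10 min preincubation, 3 h with tracer, room temperature | signal = fluorescence polarization | measure = percent inhibition | benchmarks = high control wells with 10 µM unlabelled Aha-Tn7 peptide (full inhibition) | replicates = singlicate testing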
UHRF1 binding: human UHRF1 methylated DNA binding inhibitors. Q96T88. UHRF1 binding to methylated oligo, TR-FRET. inhibition, % at 4.4 µM. 370,000 compounds, 0.75% hits; in the data active = inhibition above about 21%;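 also: UHRF1 SRA domain binding a hemimethylated CpG hairpin DNA probe; 0% = median of test compound wells and 100% = reference inhibitor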
PRMT1 inh: blocks human protein arginine methyltransferase 1; AID 652257; 370,000 compounds, 1.3% hits; inhibition, % at 2.79 µM; recombinant PRMT1, activity-based probe fluorescence polarization;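 active = inhibition above about 21% made by adding two undisclosed values, limit read from the data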
Target sequence (Q99873 whole entry, looked up): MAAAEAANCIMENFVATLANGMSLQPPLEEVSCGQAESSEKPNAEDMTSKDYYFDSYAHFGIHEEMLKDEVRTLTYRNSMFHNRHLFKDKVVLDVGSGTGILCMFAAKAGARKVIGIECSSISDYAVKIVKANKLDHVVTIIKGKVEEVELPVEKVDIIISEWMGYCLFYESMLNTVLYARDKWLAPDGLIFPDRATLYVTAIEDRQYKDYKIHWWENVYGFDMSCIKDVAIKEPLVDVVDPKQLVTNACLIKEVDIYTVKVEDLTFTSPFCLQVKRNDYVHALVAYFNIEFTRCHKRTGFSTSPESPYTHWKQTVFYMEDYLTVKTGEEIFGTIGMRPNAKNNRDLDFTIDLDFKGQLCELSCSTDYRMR
TDP2 absorb: TDP2 (human) inhibition, absorbance primary screen. inhibition, % at 12.8 µM. recombinant TDP2, T5PNP hydrolysis, p-nitrophenol absorbance 415 nm. 370,000 compounds, 0.34% hits. O95551. AID 720702;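 active = inhibition above the mean of all tested compounds plus 3 SD, set per campaign, cut at about 25% in these data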;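 also: 0% = DMSO with enzyme and 100% = buffer with substrate but no TDP2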
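Assay system: recombinant human TDP2 / Reagent: T5PNP substrate at 5 mM, a TopII-DNA adduct mimic / Measured by: epi absorbance from released p-nitrophenol / Evaluation: % inhibition relative to enzyme-containing and enzyme-free wells / Control set: enzyme-free and DMSO wells / Replicates: each compound tested once, singlicate / Schedule: enzyme reaction with compound for 2 h at 37 °C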
LEDGF integ inh: blocks HIV-1 LEDGF/p75-dependent DNA integration; TR-FRET IN-LEDGF/p75 DNA integration, Eu/Cy5; inhibition, % at 3.7 µM; 370,000 compounds, 0.64% hits;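 active = inhibition above the screen-wide mean plus 3 SD, cut at about 13% in these data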;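 also: signal is the Cy5 over europium emission ratio at 671 and 618 nm; 0% = plate median of compound wells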
TCR CD3 inh: human TCR-CD3 binding inhibition. AID 651800. TAMRA-labeled TCR probe fluorescence, biochemical. 360,000 compounds, 0.37% hits. inhibition, % at 9.4 µM; in the data active = inhibition above about 19%;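 also: recombinant mutant TCR 2C K166C tagged with TAMRA read by polarization; 0% = receptor in buffer alone and 100% = receptor with positive control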
ABHD4 inh: ABHD4 (mouse) inhibition, primary FP screen; AID 720543; Q8VD66; purified mABHD4, FP-Rh probe fluorescence polarization; 370,000 compounds, 0.54% hits; inhibition, % at 8.92 µM;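 active = inhibition exceeding the mean over every tested compound plus 3 SD, cut at about 30% in these data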;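 also: 0% = plate median of compound wells and 100% = S159A mutant with DMSO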
Target sequence (Q8VD66 whole entry, looked up): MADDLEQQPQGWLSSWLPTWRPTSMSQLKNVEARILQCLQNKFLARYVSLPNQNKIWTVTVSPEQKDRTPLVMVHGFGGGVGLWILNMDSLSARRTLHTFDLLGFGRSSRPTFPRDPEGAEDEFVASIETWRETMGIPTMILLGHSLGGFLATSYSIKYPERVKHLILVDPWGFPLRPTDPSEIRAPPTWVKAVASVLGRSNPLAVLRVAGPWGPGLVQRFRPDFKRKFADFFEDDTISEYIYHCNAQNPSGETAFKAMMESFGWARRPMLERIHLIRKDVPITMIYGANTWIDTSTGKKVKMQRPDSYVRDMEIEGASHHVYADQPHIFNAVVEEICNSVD
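Test system: mABHD4 protein | Buffer or medium: HEPES pH 7.0 buffer, 150 mM NaCl, 0.01% Pluronic F-127 | Probe or stimulus: FP-Rh fluorescent activity-based probe, added after compound pre-incubation | Timing: Pre-incubation 45 min, probe exposure 60 min, at 25 °C | Technique: Fluorescence polarization, excitation 525 nm, emission 598 nm, BODIPY TMR filters | Repeats: Single well per compound (singlicate)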
* hit, by the source's call; nt = no result given. Rows were taken by chance; any-hit rate near 4.2%.

The line under a structure holds: SIAE primary, HTRA1 inh, PG9 binder, Tn7 DDE FP, UHRF1 binding, PRMT1 inh, TDP2 absorb, LEDGF integ inh, TCR CD3 inh, ABHD4 inh
O=C(CN(C(=O)CNC(=O)c1ccco1)c1ccccc1F)NC1CCCCC1
    5, 6, -1.0, 3, 6, 2, -3, -7, -3, 8
C=CCNC(=O)C(=O)NCC(c1ccc2c(c1)OCO2)N1CCOCC1 (centres undefined)
    3, 5, 0.7, 7, -2, 0, -8, 0, 1, 0
Cc1ccc(-n2c(SCC(=O)Nc3cccc4ccccc34)nnc2-c2cccs2)cc1
    4, nt, nt, -4, 1, -3, -1, 5, nt, 1
CC(=O)c1cc2c(cc1NC(=O)c1c(-c3ccccc3)noc1C)OCO2
    0, -1, 0.7, 0, 0, 7, -2, 1, -3, 2
CCOC(=O)c1ccc(NC(=O)C2CCCO2)cc1 (centres undefined)
    5, -2, 1.7, 5, 2, 2, 4, 0, 2, 1
CC(=O)NC(=S)Nc1ccccc1N1CCN(C(=O)c2ccccc2)CC1
    -1, 4, -1.9, -10, 1, -3, -6, 4, 8, 6
Cc1ccc(SCCC(=O)Nc2cccnc2)cc1
    -1, nt, -1.4, 6, 2, 3, -7, -2, 1, 0
S=c1[nH]nc(COc2ccccc2)n1/N=C/c1ccc(Br)cc1
    10, -10, 3.5, -6, 4, 13, -8, 0, 2, 4
Cc1ccccc1C(=O)NC1CCCCN(Cc2cccc(F)c2)C1=O (centres undefined)
    4, nt, nt, 0, 0, 3, 3, 2, nt, 5
Cc1ccc(-n2c(SCC(=O)NCC3CCCO3)nc3n[nH]c(C)c3c2=N)cc1Cl (centres undefined)
    -5, -17, -2.0, -5, 3, 0, -7, -1, -6, -7
Cc1ccc(S(=O)(=O)NN2C(=O)c3ccccc3NC2c2cccc(O)c2)cc1 (centres undefined)
    1, nt, -1.5, 2, 0, 2, 8, -3, 4, 6
C[C@@H]1CN([C@H](C)CO)C(=O)CCCn2nncc2CO[C@H]1CN(C)Cc1cccnc1
    5, 2, 0.5, -5, 1, -2, 1, 5, -6, 2
Cc1ccc(OCCC(=O)OCC(=O)N2CCN(S(=O)(=O)c3ccc(C)cc3C)CC2)cc1
    -2, -3, -1.6, 2, -1, -2, -10, 5, 6, 2
COc1cc(-c2cc(C(=O)Nc3ccccc3N3CCOCC3)c3ccccc3n2)cc(OC)c1OC
    -1, 1, -2.3, -9, -3, -3, -7, 1, -3, 5
Cc1nnc(C)c2c(C)n(-c3ccc4ncccc4c3)c(C)c12
    0, 20, -0.8, -4, -2, 3, 6, -2, 1, 1
COc1ccc(C=NNC(=S)Nc2ccc(F)cc2)cc1OC
    10, -5, -2.2, 6, 1, 3, 5, -6, -7, 0
COC(=O)C1CN(CC(C)C)CCS(=O)(=O)N1Cc1ccc(OC)cc1 (centres undefined)
    5, nt, nt, 4, 2, -6, 2, 7, nt, -4
COc1cc(S(=O)(=O)Nc2ccc3c(c2)C(=O)N(C)C3=O)ccc1NC(C)=O
    2, -6, 0.2, 5, -1, -1, 6, 1, 7, 7
Nc1ncnc(Sc2ccccc2)c1[N+](=O)[O-]
    0, -1, -1.2, 3, 0, 12, -15, -5, -2, 2
CCOC(=O)c1ccn(CSc2c(F)c(F)cc(F)c2F)n1
    1, 5, 2.3, 0, 1, 2, -4, -1, -3, -1
Cc1ccc(-c2cc(-c3nnc(SCC(=O)NCC(C)C)n3N)c3ccccc3n2)cc1
    -4, -27, 0.7, 7, -3, 0, 1, 1, 1, -9
O=C(NCc1ccc2c(c1)OCO2)Nc1cccc(Cl)c1
    -4, -24, -1.4, -5, 3, 0, -9, 2, -2, -11
CC1(C(=O)Nc2cccnc2)Cc2c(-c3cccc(C(F)(F)F)c3)ccnc2O1 (centres undefined)
    -2, nt, 0.5, -4, 9, -1, 5, 1, 4, -1
COc1cccc(CN(C(=O)c2cccs2)C2CCS(=O)(=O)C2)c1 (centres undefined)
    1, -4, 0.0, 3, -4, -2, -3, -3, 14, 3
CCn1c(=O)c2ccccc2n(CC(=O)N2CCCc3ccccc32)c1=O
    -5, 2, 0.1, -1, -1, -5, -1, 2, -1, -5
O=C(Cc1cccc2ccccc12)Nc1nc2ccccc2[nH]1
    1, -9, 1.6, -5, 11, 2, -7, -1, 7, 1
CCOC(=O)CN(C#N)c1nc(N(C)C)nc(N(C)C)n1
    6, 1, -0.2, -4, 1, -2, 11, -4, 8, 6
Cc1ccccc1Cn1cc(CN2[C@@H](C)COc3cc(Br)ccc3S2(=O)=O)nn1
    4, nt, nt, -2, -2, -3, -4, 2, nt, -3
Cc1c(C)c2c(OCC(=O)NCCCO)cc3c(c2oc1=O)CCC(C)(C)O3
    1, 1, 2.3, 6, 0, 3, -4, -2, 7, -1
C1=Nc2c(Nc3ccccc3)ncnc2Oc2ccccc21
    -2, -11, -2.0, -8, -2, -2, 5, -1, 2, -2
CSC1=C(C#N)C(C)C2=C(CC(C)(C)CC2=O)N1 (centres undefined)
    11, 2, -0.4, -3, 1, 4, -6, -4, 1, 3
Cc1cc(C)c(NC(=S)N2CCC(N(C)CC3CCCO3)CC2)c(C)c1 (centres undefined)
    9, -4, -0.5, 6, 2, 1, 0, 2, -9, 3
CC1CC(=O)Nc2ccccc2N1C(=O)Cn1cnc2ccccc2c1=O (centres undefined)
    -3, 5, 0.2, -3, -2, -3, -18, 4, 0, -4
COc1ccccc1C1CCN(Cc2ccc(C)cc2)CC1
    0, 3, -0.2, -9, 5, -3, -14, 3, -6, -2
COc1ccc2nc(N3CCN(C(=O)c4ccc5ncsc5c4)CC3)sc2c1
    0, 0, 0.4, 3, -1, 2, 4, 1, 3, 3
Cc1cccn2c(=O)nc(SCC(=O)N3CC(C)OC(C)C3)nc12 (centres undefined)
    9, -2, -0.8, -1, 2, 1, 0, -6, -4, 12
CCCNC(=O)C1CN(S(=O)(=O)c2ccccc2)CCN1S(=O)(=O)c1ccccc1 (centres undefined)
    11, 7, -1.1, 1, 3, -3, 6, 1, 3, -2
COc1ccc(S(=O)(=O)N(C)c2nc3ccccc3n3c(CC(C)C)nnc23)cc1
    -2, 0, -0.3, 0, -3, -4, -4, 2, -3, -6
Cc1cccc2nc(-c3cccc(NC(=O)Cc4ccccc4)c3)cn12
    -4, -40, -0.4, -4, 1, 0, -1, -1, -4, -8
CCC(=O)N1COC[C@@H]1Cc1ccccc1
    -4, 5, -1.1, 2, -1, -2, 13, 0, 0, 2
COC(=O)C1CN(C2CCCC2)CCS(=O)(=O)N1Cc1cn(Cc2ccc(OC)cc2)nn1 (centres undefined)
    -6, nt, nt, -9, -4, -1, 3, 5, nt, 2
O=C(c1cccc(COc2cccc3ccccc23)c1)N1CCCC1
    -5, -35, -2.1, -3, -2, -3, 3, -1, 4, -6
CCCc1ccc(OC(=O)c2ccc(O)cc2Cl)cc1
    -16, -29, -0.3, -6, 0, -2, -6, 3, 4, -34
C=C(C)CNC(=S)NNC(=O)CCn1c2ccc(Cl)cc2c2cc(Cl)ccc21
    -50, -71, 2.6, 6, -6, -4, -7, 4, 4, -47
C[C@@H]1CN([C@@H](C)CO)C(=O)c2cc(Br)cnc2O[C@H]1CN(C)C(=O)Cc1ccccn1
    -8, 1, -1.1, -4, 2, -4, -8, 5, 3, -16
COc1ccc2cc(C(=O)NCc3ccccc3CN3CCCC3)ccc2c1
    -1, -9, 0.0, 2, 0, 8, -9, -6, -2, 2
COc1ccccc1NC(=O)COc1ccc(/C=N/n2cnnc2)cc1OC
    -2, 5, -0.5, -5, 5, -1, -11, 3, -9, -2
Cn1c(=O)[nH]c2cc3ccccc3cc21
    -9, 1, -2.6, -3, -2, -1, -19, -2, -10, -11
COC(=O)CCCNC(=O)OCc1ccc([N+](=O)[O-])cc1
    7, 10, 0.6, 0, -4, -2, 8, -2, 0, -4
CCc1nnc(NC(=O)c2ccc(S(=O)(=O)N(CCOC)CCOC)cc2)o1
    4, 0, 1.5, -1, -1, -1, -1, 1, -10, -2
CCc1ccc(NS(=O)(=O)c2c(C)nc3sc(CC)nn3c2=O)cc1
    2, 2, 2.1, -4, -1, 0, 8, -1, 0, 0
COC(=O)CN(c1ccc2c(c1)OCO2)S(C)(=O)=O
    -2, -1, -2.6, -3, 1, -3, 12, -1, 4, -3
CCn1c(SCC(=O)Nc2nc(C)c(C)s2)nc2cccnc21
    0, -10, 0.1, -2, 0, 1, 5, 1, -1, 2
O=S1(=O)CCC(NC(=S)N2CCCCC2)C1 (centres undefined)
    0, 3, 1.3, 1, -1, 1, -2, 1, 0, 6
CCOc1ccc(NC2=C(Cl)C(=O)N(Cc3ccccc3)C2=O)cc1
    -2, -9, -2.3, -7, 6, 3, -9, 1, -7, -9
O=C1CCc2cc(S(=O)(=O)NCc3ccc(F)cc3)cc3c2N1CC3
    -5, 1, 2.5, -3, 7, 7, -5, 1, -5, -4
O=C(O)CSCC(=O)N1CCN(c2ncnc3scc(-c4ccccc4)c23)CC1
    1, -1, 0.6, 3, 0, 0, 14, 3, 3, 2
